Abeta yeast res: restores growth of yeast expressing A-beta42 peptide. yeast expressing A-beta42, growth rescue, OD600, 48 h; response scale: 0% DMSO, 100% iron-clioquinol control. Potency, µM (series often up to 46.1 µM), for the others: at the highest dose growth rescue, most hits filed as activators. hit rate 0.063% among 410,000; note: potency is the fitted concentration of half-maximal effect; nearly all actives have a fitted effect of over 55% in size
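Yeast growth medium received pinned compounds, then yeast cells expressing toxic A-beta were added; plates incubated at 30 C for 48 hr. Growth read as absorbance at 600 nm, normalized to DMSO and equimolar FeCl3 plus clioquinol controls.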
EPAC2 antagonist: antagonists of human EPAC2; EPAC2 GEF exchange of Rap1B-BODIPY-GDP, fluorescence; Q8WZA2; Potency, µM (top dose mostly 114 µM), for inactives: top-dose activity, negative = inhibition, usual class: inhibitors; hit rate 0.18% among 360,000; AID 720708; note: potency is the fitted concentration of half-maximal effect; % is set by controls: 0 for no effect and ±100 for the full control effect; nearly all actives have a fitted effect of over 45% in size; many of its hits are not listed in these tables
aSyn rescue: rescues yeast growth from alpha-synuclein toxicity; Yeast expressing alpha-synuclein, growth rescue, BacTiter-Glo, 24 h; Potency, µM (highest dose often 46.1 µM), inactives show top-dose growth rescue (activation), hits mostly activators; hit rate 0.14% among 370,000; AID 652106; note: potency is the fitted concentration of half-maximal effect; % of control where 0% means no effect; nearly all actives have a fitted effect of over 65% in size
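Galactose-induced alpha-syn yeast (OD600=0.02, raffinose-pregrown) + pinned cpd, 24 hr, 30 deg C; growth by BacTiter-Glo luminescence. Growth restoration scores as activation.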
D3 ag: D3 dopamine receptor (human) agonism; max activation, %; P35462; AID 652048; hit rate 0.58% among 410,000; D3R DiscoveRx beta-arrestin cells, luminescence, 90 min; in the data active = max activation above about 30%; note: 0% is about no effect; mostly tested at two doses, the higher about 12 µM
Target sequence (P35462 whole entry, looked up): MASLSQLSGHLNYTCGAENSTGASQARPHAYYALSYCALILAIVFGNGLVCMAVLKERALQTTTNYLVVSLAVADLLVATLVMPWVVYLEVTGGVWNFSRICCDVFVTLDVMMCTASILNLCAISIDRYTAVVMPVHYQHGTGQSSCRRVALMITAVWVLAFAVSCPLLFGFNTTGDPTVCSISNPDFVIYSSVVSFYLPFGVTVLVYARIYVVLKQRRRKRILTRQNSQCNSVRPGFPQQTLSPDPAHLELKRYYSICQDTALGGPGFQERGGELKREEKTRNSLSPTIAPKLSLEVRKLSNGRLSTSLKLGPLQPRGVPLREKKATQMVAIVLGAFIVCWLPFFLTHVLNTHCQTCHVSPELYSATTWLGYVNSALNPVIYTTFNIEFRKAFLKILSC
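Cells at 1500/well, incubated overnight, then treated with pinned compounds (dopamine as control) for 90 min at 37 degrees C. DiscoveRx reagent added for 30 - 60 minutes at room temperature; luminescence read.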
TDP-43 yeast inh: inhibitors of TDP-43 toxicity in yeast; TDP-43 expressing yeast growth rescue, BacTiter-Glo, 24 h; Potency, µM (highest dose often 46.1 µM), for the others: at the highest dose growth rescue (activation), hits mostly activators; hit rate 1.8% among 410,000; note: potency is the fitted concentration of half-maximal effect; % of control where 0% means no effect; nearly all actives have a fitted effect of over 50% in size
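In this qHTS, compounds that restore growth of yeast expressing TDP-43 appear as activators. Cells (OD600=0.02, galactose medium, raffinose-pregrown) are incubated with compound 24 hr at 30 deg C and growth is quantified by BacTiter-Glo.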
EPAC2 ag: agonists of human EPAC2 (RAPGEF4); Q8WZA2; EPAC2 activation, biochemical qHTS; response scale: 100% = 6.5 mM cAMP response; Potency, µM (series often up to 154 µM), inactives show at the highest dose activation, usual class: activators; hit rate 0.079% among 360,000; note: potency is the fitted concentration of half-maximal effect; nearly all actives have a fitted effect of over 50% in size
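Setup: EPAC2 100 nM, labeled Rap1B complex 250 nM, free GDP 50 uM. Compound titrations pinned in, brief spin, 5 min room temperature incubation. Kinetic fluorescence read over 30 min, normalized to 6.5 mM cAMP.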
FUS suppressor: rescues growth of FUS-expressing yeast; S. cerevisiae FUS-expressing, growth rescue, OD600, 24 h; Potency, µM (highest dose often 76.6 µM), without a hit: at the top dose growth rescue (activation), actives largely listed as activators; hit rate 0.24% among 390,000;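 note: potency is the fitted concentration of half-maximal effect; plate controls were DMSO vehicle for no effect and reference control for full effect; nearly all actives have a fitted effect of over 55% in size; some results filed as inactive show a strong effect at the top dose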
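Yeast expressing FUS under galactose induction, OD 0.005 in 2% galactose medium; compounds in a dilution series, 24 h at 30C. Growth rescue by absorbance at 600 nm; CP55940 positive control, DMSO negative.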
D3 antag: antagonists of human D3 dopamine receptor. hit rate 2.5% among 360,000. P35462. D3R cells, DiscoveRx beta-arrestin luminescence, antagonist mode; active compounds read low. max response, negative = inhibition, %. AID 652054; in the data active = max response below about -50%; inconclusive = no clear call, values can overlap the other calls; note: % is set by controls: 0 for no effect and ±100 for the full control effect; mostly tested at two doses, the higher about 12 µM
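Cells plated overnight at 1500 cells/well, then exposed to library compounds with dopamine controls for 90 minutes at 37 degrees C. DiscoveRx reagent added for 30–60 minutes at room temperature; luminescence read, quantitative HTS format.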
An asterisk follows results filed as active; ? = inconclusive; . = no result given; [ ] = remark or other dose. Unless noted, calls come from the whole dose curve; as a rule, active = well fitted curve in the direction sought with a large enough effect; inconclusive = small, poorly fitted or top-dose-only effect, or another doubt; inactive = no such curve, though single readings can be large; an effect the other way counts as inactive or inconclusive.

SMILES	Abeta yeast res	EPAC2 antagonist	aSyn rescue	D3 ag	TDP-43 yeast inh	EPAC2 ag	FUS suppressor	D3 antag
O=[N+]([O-])c1nn(-c2ccc(Cl)cc2)n(O)c1=NCc1cccnc1	-8%	-6%	1%	-2	13µM*	10%	.	1
COc1ccc(C(=S)N2CCN(c3ccccc3Cl)CC2)cc1OC	-10%	10%	5%	-5	11µM*	5%	39%	0
O=C(CNC(=O)c1cc(-c2ccccc2)nn1-c1ccccc1)Nc1ccccc1Br	0%	-1%	2%	-10	-22%	0%	6%	27
O=C(N/N=C/c1c(Cl)cccc1Cl)c1ccc(-n2cnnn2)cc1	-9%	12%	3%	1	4%	4%	-26%	-2
Cc1ccc(NC2=NC(C(=O)Nc3ccc(C)c(C)c3)CC(=O)N2)cc1 (stereo unspecified)	9%	-1%	4%	-8	0%	5%	-5%	21
CCOC(=O)Cc1csc(/C(=N/O)C(N)=O)n1	9%	3%	-2%	-30	-11%	10%	6%	15
Cc1c(Cl)cnc(NC(=O)COC(=O)c2cc3c(s2)CCC(C)C3)c1Cl (stereo unspecified)	-2%	0%[57.1 µM]	0%	3	-4%	6%	-27%	5
CC(=O)c1c(C)[nH]c(C(=O)COC(=O)Cc2ccccc2F)c1C	3%	21%	10%	-10	-9%	1%	.	36
CC(=O)c1ccccc1OCC(O)Cn1ccnc1 (stereo unspecified)	-11%	10%	-5%	3	2%	6%	-26%	-8
CCc1sc(NC(=O)C(C)C)nc1-c1ccccc1	15%	-11%	4%	2	?	-6%	-12%	12
CCOC(=O)C1=CN(Cc2cccc(F)c2)S(=O)(=O)N(CC)C1CCc1ccccc1 (stereo unspecified)	-6%	-5%	7%	-41	7%	7%	3%	-18
CCn1c(SCC(=O)Nc2cc3oc4ccccc4c3cc2OC)nnc1-c1cccs1	-1%	-2%	7%	26	-13%	10%	13%	18
COc1cc(C2C(=O)N(C3CCC(C)CC3)CC(=O)N2CCc2ccc(Cl)cc2)ccc1OC(C)C (stereo unspecified)	2%	.	.	-1	7%	.	-6%	.
Cc1cccnc1NC(=O)C1CCN(S(=O)(=O)c2cccs2)CC1	2%	3%	0%	-2	-9%	-1%	4%	?
COc1ccc(-c2cn3nc(N4CCCC(C(=O)NCCCOC(C)C)C4)sc3n2)cc1 (stereo unspecified)	-10%	.	.	0	21%	.	?	.
Cc1ccc(C2=NOC(C)(c3nnc(Cc4ccccc4)o3)C2)cc1 (stereo unspecified)	-6%	-8%	9%	-7	5%	13%	-12%	5
COc1ccc(CNC(=O)c2ccc(Cn3cc(Cl)cn3)o2)cc1	5%	-4%	0%	6	3%	8%	14%	-7
O=C(COC(=O)c1ccccc1NC(=O)c1ccccc1)c1ccc([N+](=O)[O-])cc1	-2%	15%	-17%	1	-2%	6%	31%	9
O=C(Nc1sccc1C(=O)N1CCOCC1)c1cccnc1	12%	3%	0%	12	-7%	-3%	28%	-9
CCN1C(=O)[C@@H]2[C@@H](c3ccc(-c4ccc(OC)cc4)cc3)N3CCCC[C@@]3(C(=O)OC)[C@@H]2C1=O	6%	-7%	0%	14	-3%	2%	25%	30

One compound at a time, as listed above. Order of screens: Abeta yeast res	EPAC2 antagonist	aSyn rescue	D3 ag	TDP-43 yeast inh	EPAC2 ag	FUS suppressor	D3 antag
Profile of O=C(COC(=O)c1ccccc1NC(=O)c1ccccc1)c1ccc([N+](=O)[O-])cc1 : -2%	15%	-17%	1	-2%	6%	31%	9
Profile of O=[N+]([O-])c1nn(-c2ccc(Cl)cc2)n(O)c1=NCc1cccnc1 : -8%	-6%	1%	-2	13µM*	10%	.	1
Profile of CCOC(=O)Cc1csc(/C(=N/O)C(N)=O)n1 : 9%	3%	-2%	-30	-11%	10%	6%	15
Profile of CC(=O)c1ccccc1OCC(O)Cn1ccnc1 (stereo unspecified) : -11%	10%	-5%	3	2%	6%	-26%	-8

Next section:
SMILES	Abeta yeast res	EPAC2 antagonist	aSyn rescue	D3 ag	TDP-43 yeast inh	EPAC2 ag	FUS suppressor	D3 antag
COc1ccc(CC(=O)NC(C)C2COc3ccccc3O2)cc1OC (stereo unspecified)	-22%	0%	-5%	-4	-16%	6%	1%	-17
COc1ccc(C(C)C)cc1S(=O)(=O)Nc1cccnc1	-9%	1%	-5%	-4	-27%	-1%	-39%	-25
COc1ccc(-c2[nH]ncc2CN2CCCC(C(=O)c3cccc(OC)c3)C2)cc1 (stereo unspecified)	7%	-3%	2%	-2	-10%	8%	26%	4
O=C(c1sc2cccc(F)c2c1Cl)N1CCN(c2ncccn2)CC1	-3%	10%	14%	9	0%	12%	0%	37
COc1ccc(-n2c(SCC(=O)c3ccccc3)nc3c([nH]c4ccccc43)c2=O)cc1	-11%	.	-8%	-4	25%	.	-19%	.
O=C(NC(Cc1cn(Cc2ccccc2)cn1)C(=O)O)OCC1c2ccccc2-c2ccccc21 (stereo unspecified)	-4%	-11%	6%	0	11%	5%	9%	-9
Cc1cccc(N=c2oc3cc(O)ccc3cc2C(N)=O)c1	-22%	-1%	-6%	-3	-8%	-5%	-9%	-11
COc1cc(C[C@H](C)[C@H](C)Cc2ccc3c(c2)OCO3)ccc1O	2%	?	-7%	27	?	0%	21%	0
NC(=O)C(c1ccc(Cl)cc1)c1ncc(C(F)(F)F)cc1Cl (stereo unspecified)	0%	9%	-1%	3	-10%	6%	5%	-5
CCOc1ccccc1NC(=O)Cn1c(=O)n(Cc2ccccc2)c(=O)c2c(C)c(C)sc21	-12%	.	.	-10	8%	.	-6%	.
CC(C)CCn1c(CN2CCN(C(=O)c3ccco3)CC2)nc2c1c(=O)n(C)c(=O)n2C	-10%	-14%	1%	3	20%	4%	16%	15
CSc1nc2ccc(NC(=O)C3CC(=O)N(Cc4ccccc4)C3)cc2s1 (stereo unspecified)	19%	-12%	0%	1	-7%	11%	?	-7
Cc1c(C(=O)N2CCOCC2)c(S(=O)(=O)Nc2cccc(F)c2)c(C)n1C	1%	1%	5%	-6	-7%	-2%	5%	6
Cc1ccc(SCCN2CCC(C)CCC2=O)cc1 (stereo unspecified)	1%	-14%	1%	-3	?	0%	-13%	14
COc1cc(NC(=O)C2CCC(CNc3c(N4CCCCC4)c(=O)c3=O)CC2)cc(OC)c1 (stereo unspecified)	8%	8%	3%	1	16%	0%	-2%	25
O=C(Cc1ccc(NC(=O)C2CCCN(C(=O)C3CC3)C2)cc1)Nc1cccc(C(=O)N2CCCCC2)c1 (stereo unspecified)	2%	11%	0%	19	5%	-9%	7%	-19
CC(=O)N1CCCc2cc(S(=O)(=O)N3CCC(C(=O)NCc4ccccc4Cl)CC3)ccc21	-20%	.	.	5	-4%	.	43%	.
CC(=O)Nc1cccc(-c2ccnc3c2CC(C)(C(=O)NCc2cccc(Cl)c2)O3)c1 (stereo unspecified)	-12%	17%	-4%	-8	12%	9%	19%	-26
CCOC(=O)[C@@H]1[C@H]2COc3cc(OC)ccc3[C@H]2N2C(=O)N(c3cccc(Cl)c3)C(=O)[C@]12C	-11%	-7%	-3%	0	7%	2%	6%	0
CCN(CCN(C)C)C(=O)Cn1ncc2c1-c1cc(C)ccc1OC2	-7%	12%	-8%	-5	1%	4%	-27%	-15
Cc1coc2cc3oc(=O)c(CCC(=O)N4C[C@H]5C[C@@H](C4)c4cccc(=O)n4C5)c(C)c3cc12	-14%	18%	3%	-10	8%	4%	?	0
COc1ccc(N2CCN(C(=O)CCNC(=O)c3ccc(Br)cc3)CC2)cc1	-22%	-22%	-4%	-3	-12%	6%	-4%	11
Cc1cccc(OCC(=O)Nc2cccc(C(=O)OCc3cc(=O)n4c(C)csc4n3)c2)c1	10%	.	.	11	4%	.	30%	.
Cc1ccc(N(Cc2ccccc2)C(=O)c2ccc(F)c(S(=O)(=O)N3CCOCC3)c2)cc1	-12%	-13%	15%	-6	-9%	10%	.	-12
CC1(C(=O)N2CCCCC2)CCN1C(=O)Cc1ccc(-c2ccccc2)cc1 (stereo unspecified)	4%	-7%	14%	-5	?	8%	29%	-18
S=c1nc(C2CCCCC2)[nH][nH]1	-11%	-2%	-6%	16	27%	8%	5%	16
CCCOc1ccc(CNC(=O)C2CCN(C(=O)c3sccc3-n3cccc3)CC2)cc1	7%	.	.	3	13%	.	25%	.
N#Cc1ccccc1OCC(=O)OCCCOC(=O)COc1ccccc1C#N	-3%	-3%	-4%	-1	16%	14%	7%	-22
CC1(C)Cc2c(cnn2-c2ccc(F)cc2)C(NC(=O)C2=CC(=O)CC(C)(C)O2)C1 (stereo unspecified)	13%	10%	-1%	2	?	-1%	?	0
CC1CCCN(S(=O)(=O)c2ccc(NC(=O)Cc3ccc(S(=O)(=O)N4CCOCC4)s3)cc2)C1 (stereo unspecified)	5%	-17%	5%	-1	-17%	7%	?	-3
O=C(Nc1sc2c(c1C(=O)NCC1CCCO1)CCCC2)c1cccs1 (stereo unspecified)	-66%[inhibitor]	-1%	0%	-3	0%	6%	-4%	-12
COc1ccc(/C=C\C(=O)NCc2ccc3c(c2)cc(C)n3C)cc1OC	6%	1%	0%	-1	18%	2%	?	0
Cn1c(=O)oc2cc(S(=O)(=O)NCCC(=O)N3CCN(c4ccccc4)CC3)ccc21	-16%	5%	0%	-8	2%	-2%	8%	-8
COC(=O)c1c(NC(=O)CCCOc2ccc(C(C)(C)C)cc2)sc2c1CCC(C)C2 (stereo unspecified)	-12%	.	.	-6	9%	.	-2%	.
COc1ccccc1/C=C/C(=O)OCC(=O)Nc1ccc2c(c1)OCO2	3%	4%	-7%	1	23%	-4%	.	-24
COc1cc(/C=C/C(=O)c2cccc([N+](=O)[O-])c2)cc(OC)c1OC	-12%	4%	-5%	-5	22%	12%	22%	-20
O=C(NCc1ccc(Cl)cc1)C1CCCN(C(=O)c2ccc(Cl)cc2)C1 (stereo unspecified)	-3%	-2%	1%	2	11%	-2%	6%	14
CCCC(C)c1oc(=O)cc(O)c1C (stereo unspecified)	5%	6%	-4%	60*	-9%	-4%	-24%	-3
O=C(CSc1nc2c(c(=O)[nH]1)CN(Cc1ccc(F)cc1)CC2)Nc1ccc(F)cc1	1%	10%	1%	-13	14%	-16%	3%	13
C=CCN1C(=O)c2ccc(C(=O)N(CCC)CC(=O)Nc3ccccc3C)cc2C1=O	21%	-5%	5%	12	18%	-3%	14%	6

Only part of the results is shown. The share of hits here may be higher or lower than overall.
